Bioassay records: PubChem BioAssay, National Center for Advancing Translational Sciences (NCATS)
CBFb RUNX1 block: inhibitors of human CBF-beta and RUNX1 interaction; Q01196+Q13951; AlphaScreen CBFb-His/RUNX1-biotin binding, biochemical; Potency, µM (highest dose often 59.8 µM), without a hit: at the top dose activity, negative = inhibition, most hits filed as inhibitors; 230,000 tested, under 10 active; further: % of control where 0% means no effect
Target sequence (Q01196 whole entry, looked up): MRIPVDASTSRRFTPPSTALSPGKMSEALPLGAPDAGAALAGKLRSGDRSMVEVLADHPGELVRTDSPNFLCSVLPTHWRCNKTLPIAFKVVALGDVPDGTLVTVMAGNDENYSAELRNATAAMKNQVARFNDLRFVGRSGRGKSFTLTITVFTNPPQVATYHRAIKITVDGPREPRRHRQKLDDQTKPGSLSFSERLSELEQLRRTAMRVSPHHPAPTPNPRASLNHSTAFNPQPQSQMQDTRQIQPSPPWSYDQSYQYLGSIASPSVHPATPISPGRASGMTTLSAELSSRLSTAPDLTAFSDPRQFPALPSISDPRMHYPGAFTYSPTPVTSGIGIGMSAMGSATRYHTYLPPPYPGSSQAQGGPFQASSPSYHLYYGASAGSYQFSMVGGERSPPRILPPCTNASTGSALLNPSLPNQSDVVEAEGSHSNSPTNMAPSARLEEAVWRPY
Target sequence (Q13951 whole entry, looked up): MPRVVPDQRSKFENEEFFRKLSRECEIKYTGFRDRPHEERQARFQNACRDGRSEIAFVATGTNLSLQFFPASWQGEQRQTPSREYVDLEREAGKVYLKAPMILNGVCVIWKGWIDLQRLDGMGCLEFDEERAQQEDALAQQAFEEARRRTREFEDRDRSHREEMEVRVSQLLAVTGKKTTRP
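Inhibition was taken as any reduction in AlphaScreen signal from the CBF-beta–RUNX1 pair (His and biotin tags, 30 nM each), measured after compound (15 min) and bead (90 min) incubations at room temperature.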
NPSR antag: blocks cAMP signaling of the human neuropeptide S receptor. CHO-NPSR cells, cAMP TR-FRET, antagonist mode. Potency, µM (highest dose often 38.3 µM), inactives show top-dose activity change, negative = inhibition, most hits filed as inhibitors. 1% of 220,000 active. AID 1461; further: potency means the concentration at half of the fitted maximal effect; on the % scale 0 is the no-effect control and ±100 the full control effect; nearly all actives have a fitted effect of over 50% in size; many of its hits are not listed in these tables
Target sequence (Q6W5P4 whole entry, looked up): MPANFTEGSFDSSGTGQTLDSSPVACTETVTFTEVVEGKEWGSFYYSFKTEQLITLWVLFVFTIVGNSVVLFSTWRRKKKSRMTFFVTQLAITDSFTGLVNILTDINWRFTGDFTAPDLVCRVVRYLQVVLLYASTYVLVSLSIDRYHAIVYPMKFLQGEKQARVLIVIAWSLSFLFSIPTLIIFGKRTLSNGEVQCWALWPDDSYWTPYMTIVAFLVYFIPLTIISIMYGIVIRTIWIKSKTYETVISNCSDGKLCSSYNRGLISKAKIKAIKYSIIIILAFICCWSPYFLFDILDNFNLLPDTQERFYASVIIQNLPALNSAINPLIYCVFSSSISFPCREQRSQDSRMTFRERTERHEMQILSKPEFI
KinaseGlo FLuc: Kinase-Glo luciferase inhibition (counter-screen) | Q27757 | Kinase-Glo luciferase, ATP luminescence, 8 min | Potency, µM (series often up to 38.3 µM), for inactives: top-dose activity change, negative = inhibition, most hits filed as inhibitors | 0.28% of 200,000 active; further: potency means the concentration at half of the fitted maximal effect; on the % scale 0 is the no-effect control and ±100 the full control effect; nearly all actives have a fitted effect of over 60% in size
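Substrate mix (final 50 mM imidazole pH 7.2, 50 mM KCl, 7 mM MgCl2, 10 uM ATP, 0.01% Tween 20, 0.05% BSA) plus pin-tool compound, then Kinase-Glo detection mix; 8 min ambient, luminescence read.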
Epigenetic derep: regulators of epigenetic silencing causing reporter derepression in mouse cells. murine LDR cells, GFP reporter derepression, 30 h. Potency, µM (series often up to 53.9 µM), inactives show at the highest dose GFP activation, actives largely listed as activators. 0.2% of 280,000 active. AID 1865; further: potency means the concentration at half of the fitted maximal effect; % of control where 0% means no effect; nearly all actives have a fitted effect of over 60% in size
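In this reporter-derepression format, murine cells bearing a silenced integrated CMV-GFP locus incubate with test compound (30 h, 37 C), then are washed and imaged; fluorescent objects of 20–120 um count as induced cells.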
GLA spleen mod: inhibitors or activators of human alpha-galactosidase in spleen homogenate; Potency, µM (doses to about 80 µM), without a hit: top-dose activity change, negative = inhibition, actives largely listed as inhibitors; AID 2107; P06280; human spleen homogenate, 4MU-alpha-Gal fluorescence, 40 min; 0.008% of 240,000 active;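 further: potency means the concentration at half of the fitted maximal effect; 0% = enzyme with vehicle and -100% = no enzyme basal signal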
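Spleen homogenate 1 ug + cpd (titration) + 4-MU-alpha-D-galactopyranoside 1 mM; 37C 40 min; 50 mM citrate/phosphate pH 5.0, 0.01% Tween-20; stop pH 10; fluorescence 365/440; AC50 via Hill.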
IMPase Li inh: cell-permeable IMPase inhibitors with lithium potentiation | Potency, µM (highest dose often 59.4 µM), inactives show at the highest dose activity, negative = IMPase inhibition, most hits filed as inhibitors | CHO-M1 cells, IP1 TR-FRET (IP-One), carbachol + lithium | 0.35% of 210,000 active | AID 1457;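 further: IP1 builds up when IMPase is blocked and the TR-FRET signal falls; potency means the concentration at half of the fitted maximal effect; plate controls were basal vehicle for no effect and high inhibitor control for full effect; nearly all actives have a fitted effect of over 50% in size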
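IP1 accumulation measured by competitive TR-FRET in lysed CHO-M1 cells after 30 min compound exposure at 37C, with a small lithium addition to potentiate weak responses. Hill-equation AC50 from ratio and donor-channel data.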
Lamin A splicing: modulators of lamin A splicing; HeLa LMNA splicing GFP/RFP minigene ratio, 48 h; Potency, µM (doses to about 46.1 µM), inactives show top-dose ratio change, negative = inhibition, actives largely listed as inhibitors; 0.01% of 200,000 active; active means well fitted inhibition curve with a large enough effect in the signal ratio, with a control signal flat, not every such curve was filed as active; inconclusive means small, poorly fitted or top-dose-only effect, or effect the other way, or a change in a side signal; the % refers to the signal ratio; further: potency means the concentration at half of the fitted maximal effect; on the % scale 0 is the no-effect control and ±100 the full control effect
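S3 HeLa cells stably expressing lamin A-EGFP splicing minigene plus DsRed2, 600 cells/well, 48 h compound exposure at 37C. Laser-scanning cytometry; analysed as GFP (500-530 nm)/RFP (575-640 nm) total intensity ratio; 0.5% DMSO vehicle.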
Starred values were filed as active, the others as inactive; ? = inconclusive; · = not tested or not shown; & = joins results of further samples; [ ] = another dose, or the depositor's remark. Unless noted, the call rests on the fitted dose curve; in most records, active means well fitted curve in the direction sought with a large enough effect; inconclusive means small, poorly fitted or top-dose-only effect, or another doubt; inactive means no such curve, though single readings can be large; an effect the other way counts as inactive or inconclusive.

SMILES	CBFb RUNX1 block	NPSR antag	KinaseGlo FLuc	Epigenetic derep	GLA spleen mod	IMPase Li inh	Lamin A splicing
C[C@@H]1OC(Nc2ccc(N=Nc3ccccc3)cc2)[C@H](O)[C@H](O)[C@H]1O (some centres not stated)	-11%	41%	·	-0.3%	-24%	·	·
CCOC(=O)C1(Cc2ccccc2C)CCCN(S(=O)(=O)c2cccnc2)C1 (configuration not stated)	7%	47%	0%	-6.2%	-1%	17%	·
COc1ccccc1N1CCN(S(=O)(=O)c2c(C)[nH]c(=O)[nH]c2=O)CC1	5%	1%	·	1.1%	5%	7%	·
CCOC(=O)c1c(-c2ccccc2)oc2ccc(OC(C)=O)cc12	?	?	0%	-0.9%	6%	-7%[38.3 µM]	1%
CC(C)(C)OC(=O)N1CC(O)CC1C(=O)OCC(=O)c1ccc(Cl)cc1 (configuration not stated)	-2%	-9%[46.1 µM]	2%	2.0%	13%	3%[38.3 µM]	?
Cc1nc2ccccc2cc1C(=O)N/N=C/c1ccccc1[N+](=O)[O-]	-7%	1%	11%	0.6%	1%	0%	10%
COc1ccc(C(=O)N2CCC[C@@]3(CCN(Cc4ccccc4OC)C3)C2)cc1	·	·	-4%	·	-2%	2%	·
O=C(Nc1nsc(-c2ccccc2)n1)c1ccc(F)cc1	-4%	-5%	-8%	0.3%	-7%	-4%	·
O=c1ccc2ccccc2o1	?	-2%	-5%&-1%	-0.3%&0.1%	18%&-7%&10%	16%&10%&-10%	?
CCOC(=O)c1ccc(NC(=S)NCc2ccco2)cc1	-3%	39%	·	-0.2%	-5%	·	·
Cc1ccc(CC2CC(=O)N(c3nc4ccccc4n3C)C2=O)cc1 (configuration not stated)	2%	-9%[46.1 µM]	-5%	-7.0%	-1%	25%[38.3 µM]	-8%
CCNc1nc(NCC)nc(N/N=C/c2cc(OC)c(OC)c(OC)c2)n1	0%	1%	·	1.1%	0%	·	·
CC(C)c1onc(C(=O)NCc2ccccc2)c1[N+](=O)[O-]	2%	42%	1%	1.6%	-1%	-4%	-3%
COc1ccc(C2CC(c3ccc(Br)cc3)=NN2C(=O)CSC2=NCCS2)cc1 (configuration not stated)	-18%	-29%[46.1 µM]	3%	2.3%	11%	6%	?
Cc1nc(Nc2nc(CSc3nc4ccccc4[nH]3)cc(=O)[nH]2)nc2ccccc12	-20%	-5%	-1%	?	-12%	7%	?
COc1ccccc1N1CCN(C(=O)C(C)N(c2ccc(C)cc2)S(C)(=O)=O)CC1 (configuration not stated)	5%	-9%[46.1 µM]	0%	2.4%	3%	29%[38.3 µM]	-10%
Cn1c(=O)cc(OCC(=O)NCc2cccnc2)c2ccccc21	?	-6%[46.1 µM]	-4%	-1.3%	-2%	-5%[38.3 µM]	4%
NS(=O)(=O)c1ccc(CCNC(=O)c2ccccc2[N+](=O)[O-])cc1	5%	13%	2%	-1.9%	11%	-6%	?
O=C1NC2(CCN(Cc3ccccc3)CC2)Oc2ccccc21	1%	11%	·	0.0%	-1%	5%	·
CC1(C)C2(Cl)C(Cl)C(Cl)C(Cl)(C(Cl)Cl)C1(Cl)C2Cl (configuration not stated)	·	·	-7%	1.1%	3%	7%	4%
CCOc1cc(NC(=S)NCc2ccco2)c(OCC)cc1NC(C)=O	-2%	-14%[46.1 µM]	1%	-0.1%	9%	-2%[38.3 µM]	9%[0.0737 µM]
O=C(CSc1nc2ccccc2c(=O)n1Cc1ccco1)N1CCCC1	-3%	-10%	2%	13%	-3%	3%	-13%[46 µM]
Cc1ccc(OCC(=O)N2CCCC(CCC(=O)N(C)CCc3ccccn3)C2)cc1 (configuration not stated)	7%	6%	-1%	-0.4%	13%	11%	·
Cc1cnc(NC(=O)c2sc3ccccc3c2Cl)s1	-2%	-21%	-13%	-1.0%	5%	-3%	-5%
CNc1cc(CS(=O)c2ccccc2)nc(-c2ccccc2)n1 (configuration not stated)	2%	-9%[46.1 µM]	1%	-0.2%	-1%	-6%[38.3 µM]	0%
CCCCOc1ccc(-c2c(C#N)c(N)nc(SCC(N)=O)c2C#N)cc1	5%	-14%[46.1 µM]	1%	1.2%	4%	-1%	3%
O=C1N(c2ccccc2)C[C@@H]2C[C@@H](c3cc4ccccc4o3)N3CCC[C@@]123	8%	27%	-2%	2.2%	4%	11%	8%[46 µM]
COc1ccc(OCC(=O)NC(=S)Nc2ccc(S(=O)(=O)Nc3cc(OC)nc(OC)n3)cc2)cc1	-6%	-19%	-1%	2.3%	6%	1%	-5%
CCC(=O)NCCc1nc2ccccc2n1Cc1ccc(C)cc1	2%	1%[46.1 µM]	0%	-1.0%	1%	-6%[38.3 µM]	13%
CCN1CCN(C(=O)c2cc3c(=O)oc4ccc(C)cc4c3s2)CC1	5%	-15%	·	-1.2%	-1%	3%	·
NC1=NC(=Nc2ccc(S(N)(=O)=O)cc2)c2ccccc21	1%	-6%	·	-1.0%	-3%	·	·
COCc1nnc(NC(=O)CCc2ccccc2)s1	8%	-4%[46.1 µM]	3%	-2.1%	2%	29%[38.3 µM]	-10%
O=c1oc2ccccc2c(N2CCCCC2)c1CN1CCCCC1	-3%	0%	0%	-1.0%	4%	11%	?
CC1=CC(C)(C)NC(=S)N1c1ccc2ccccc2c1	-13%	-2%[46.1 µM]	-2%	-0.7%	-3%	20%[38.3 µM]	-10%
S=c1[nH]nc(-c2cccs2)n1Cc1ccccc1	-4%	-8%	-2%	0.0%	2%	0%	?
C=CCc1cccc(/C=N/c2nc3ccccc3n2CC)c1O	3%	0%[46.1 µM]	2%	-0.9%	4%	-6%	-3%
CCCCNC(=O)c1cc2c(=O)n3cccc(C)c3nc2n(Cc2ccncc2)c1=N	2%	-5%[46.1 µM]	3%	1.5%	12%	16%[38.3 µM]	-2%
CC1=NN(c2nc3ccccc3[nH]2)C(=O)C1Cc1ccccc1 (configuration not stated)	?	44%	·	?	12%	·	·
O=C1CC(c2ccccc2)CC2=C1C=Nc1ccccc1N2 (configuration not stated)	8%	3%	3%	-0.1%	8%	6%	-14%[46 µM]
Cc1ccc(-c2csc3nc(C(C)C)oc(=O)c23)c(C)c1	-4%	13%	·	1.2%	-5%	·	·

3 compounds out of the list, arranged by number of heavy atoms, smallest number first.
SMILES	CBFb RUNX1 block	NPSR antag	KinaseGlo FLuc	Epigenetic derep	GLA spleen mod	IMPase Li inh	Lamin A splicing
C=CCc1cccc(/C=N/c2nc3ccccc3n2CC)c1O	3%	0%[46.1 µM]	2%	-0.9%	4%	-6%	-3%
CCCCNC(=O)c1cc2c(=O)n3cccc(C)c3nc2n(Cc2ccncc2)c1=N	2%	-5%[46.1 µM]	3%	1.5%	12%	16%[38.3 µM]	-2%
COc1ccc(OCC(=O)NC(=S)Nc2ccc(S(=O)(=O)Nc3cc(OC)nc(OC)n3)cc2)cc1	-6%	-19%	-1%	2.3%	6%	1%	-5%

The listing continues:
SMILES	CBFb RUNX1 block	NPSR antag	KinaseGlo FLuc	Epigenetic derep	GLA spleen mod	IMPase Li inh	Lamin A splicing
CC(NC(=S)N1CCOCC1)c1ccccc1 (configuration not stated)	-1%	7%	-3%	-1.3%	2%	-10%	-5%
CCCCOP(=O)(c1ccc(N(C)C)cc1)C(O)c1ccc(OC)c(OC)c1 (configuration not stated)	4%	8%[7.67 µM]	·	-0.3%	1%	·	·
Cc1cccc(NC(=S)N(CCCN2CCOCC2)Cc2cn(C)c3ccccc23)c1	2%	-5%	6%	-1.0%	-7%	6%	?
N/C(=N\OC(=O)CCCOc1ccccc1)c1ccccc1	?	-1%	-1%	0.0%	-8%	2%	-12%
CC(=O)N1CCC(=NNC(=O)CSc2cc(C)c(Br)cc2C)CC1	-5%	16%	2%	-1.0%	1%	-2%	-9%
OC1(CNCc2ccccc2)C2CC3CC(C2)CC1C3 (configuration not stated)	1%	-5%	·	-4.8%	-5%	·	·
O=C(C1=NN[C@@H]2C(=O)N(c3ccccc3C(F)(F)F)C(=O)[C@H]12)c1cnccn1	11%	12%	·	0.5%	-4%	·	·
Cc1[nH]c2ccccc2c1SCc1nnc(SCc2ccc(Cl)cc2)n1C	2%	?	·	1.1%	9%	·	?
CC(Oc1ccccc1)C(=O)Nc1ccc(C(N)=O)cc1 (configuration not stated)	-1%	-2%[46.1 µM]	-5%	-2.0%	-10%	-12%[38.3 µM]	5%
Nc1nccc(-c2cccs2)n1	14%	26%	-1%	-0.5%	4%	-12%	?
CCCCC(=O)NC1(C(F)(F)F)NC(=O)N(Cc2ccccc2)C1=O (configuration not stated)	?	-4%	3%	-5.2%	3%	2%	-18%[9.22 µM]
CC1CCN(CCOCCOc2ccccc2Br)CC1	7%	-25%	0%	5.3%	-4%	13%	-17%[46 µM]
O=C(Cc1nc(-c2cnccn2)no1)NNC(=O)Nc1ccccc1	3%	1%[7.67 µM]	·	1.4%	9%	·	·
O=C(C1=C[C@@H](c2ccc(C(F)(F)F)cc2)C[C@@H](OCCCCO)O1)N1CCN(Cc2ccccc2)CC1	9%	58%	·	-2.0%	-4%	-1%	·

A different layout for four compounds above:
> CC(NC(=S)N1CCOCC1)c1ccccc1 (configuration not stated)
  CBFb RUNX1 block: -1%	NPSR antag: 7%	KinaseGlo FLuc: -3%	Epigenetic derep: -1.3%	GLA spleen mod: 2%	IMPase Li inh: -10%	Lamin A splicing: -5%

> CCCCOP(=O)(c1ccc(N(C)C)cc1)C(O)c1ccc(OC)c(OC)c1 (configuration not stated)
  CBFb RUNX1 block: 4%	NPSR antag: 8%[7.67 µM]	KinaseGlo FLuc: ·	Epigenetic derep: -0.3%	GLA spleen mod: 1%	IMPase Li inh: ·	Lamin A splicing: ·

> Cc1cccc(NC(=S)N(CCCN2CCOCC2)Cc2cn(C)c3ccccc23)c1
  CBFb RUNX1 block: 2%	NPSR antag: -5%	KinaseGlo FLuc: 6%	Epigenetic derep: -1.0%	GLA spleen mod: -7%	IMPase Li inh: 6%	Lamin A splicing: ?

> N/C(=N\OC(=O)CCCOc1ccccc1)c1ccccc1
  CBFb RUNX1 block: ?	NPSR antag: -1%	KinaseGlo FLuc: -1%	Epigenetic derep: 0.0%	GLA spleen mod: -8%	IMPase Li inh: 2%	Lamin A splicing: -12%

An excerpt; rates above refer to the full screens.
